# MITF primary – blocks human microphthalmia-associated transcription factor; AlphaScreen MITF homodimerization, bead proximity signal; 650,000 tested, 0.91% active; inhibition, % at 2.6 µM; AID 1259374; O75030; in the data active = inhibition above about 50%;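 note: 0% = vehicle wells with protein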
# FBW7 act – human FBW7 E3 ligase activation, primary screen. Q969H0. AlphaScreen FBW7–phospho-cyclin E peptide binding, activator screen. normalized activity (activation), % at 26.1 µM. 650,000 tested, 0.13% active; in the data active = normalized activity above about 1.9%;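 note: purified mutant Fbw7 with reduced substrate affinity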
# Target sequence (Q969H0 whole entry, looked up): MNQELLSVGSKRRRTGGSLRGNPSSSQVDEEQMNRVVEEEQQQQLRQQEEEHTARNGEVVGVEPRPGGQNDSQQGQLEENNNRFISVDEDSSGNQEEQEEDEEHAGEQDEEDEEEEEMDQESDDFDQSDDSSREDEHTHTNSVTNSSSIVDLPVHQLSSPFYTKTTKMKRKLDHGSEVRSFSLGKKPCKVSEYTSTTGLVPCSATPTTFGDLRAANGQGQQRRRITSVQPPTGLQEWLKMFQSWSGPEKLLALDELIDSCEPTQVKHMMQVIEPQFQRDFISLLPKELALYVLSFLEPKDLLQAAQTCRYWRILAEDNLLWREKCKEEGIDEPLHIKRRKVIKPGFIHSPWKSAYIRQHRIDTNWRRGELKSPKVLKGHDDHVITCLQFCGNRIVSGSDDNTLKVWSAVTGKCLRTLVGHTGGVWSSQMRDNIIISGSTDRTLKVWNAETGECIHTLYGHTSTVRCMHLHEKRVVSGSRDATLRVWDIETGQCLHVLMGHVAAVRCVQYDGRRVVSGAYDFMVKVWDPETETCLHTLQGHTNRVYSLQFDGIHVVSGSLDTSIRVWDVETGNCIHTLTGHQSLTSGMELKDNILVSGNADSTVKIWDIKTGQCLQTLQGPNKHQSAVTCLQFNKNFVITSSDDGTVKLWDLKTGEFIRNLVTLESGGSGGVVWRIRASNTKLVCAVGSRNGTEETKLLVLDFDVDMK
# TEAD-YAP block – TEAD-YAP interaction inhibition; HEK-TIYL cells, TEAD-Gal4/YAP UAS-luciferase luminescence; inhibition, % at 9.12 µM; 640,000 tested, 1.4% active; AID 1259422; in the data active = inhibition above about 32%;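 note: 0% = median of test compound wells and 100% = reference inhibitor wells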
# GPR151 activ – activators of human GPR151; 650,000 tested, 1% active; Q8TDV0; PathHunter beta-arrestin GPR151 cells, luminescence; activation, % at 11.2 µM; in the data active = activation above about 4.9%;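 note: 0% = median of compound wells and 100% = cells with positive control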
# Numbers without * were called inactive; & = joins results of further samples.
# Values in the order – MITF primary	FBW7 act	TEAD-YAP block	GPR151 activ
> O=C1c2ccccc2C(Nc2ccc(Br)cc2)N1c1cccnc1 (centres undefined)
  3	-0.2	-9	2.7
> CC1=CC(C)(C)N2C(=O)C3(C(C#N)=C(N)OC4=C3C(=O)CC(C)(C)C4)c3cc(C)cc1c32 (centres undefined)
  -2	0.0	7	2.8
> Cc1cnc(CCNC(=O)CC2C(=O)NCCN2CC(c2ccccc2)c2ccccc2)[nH]1 (centres undefined)
  2	0.0	-1	0.9
> CCOc1ccc(C(=O)NCCCc2ccccc2)cc1
  -1	-0.5	-59	-0.1
> CC(C)CCC1(C2CCN(C(=O)c3cc4ccccc4oc3=O)CC2)NC(=O)NC1=O (centres undefined)
  -39	-0.1	-11	-0.1
> Cc1nn(-c2ccccc2)c2[nH]cc(C(=O)N3CCc4ccccc43)c(=O)c12
  -3	0.1	-4	1.4
> COc1ccc(-c2cc3nc(C)c(CCC(=O)N4CCCCC4)c(C)n3n2)c(OC)c1
  -6	0.0	5	0.7
> N#C/C(=C\c1ccc(N2CCCC2)cc1)c1nn(CCO)c(N)c1C#N
  -1	0.1	-11	0.9
> CSc1ccc(-c2ccc(C(=O)O)c(Cl)n2)cc1
  -5	-0.2	-7	-7.8
> O=S(=O)(O)c1ccc2cc3ccccc3cc2c1
  -9	-1.2	6	-2.2
> C=C1C2(C(=O)Nc3ccc(C(=O)OCC)cc3)CCC(C2)C1(C)C (centres undefined)
  7	0.8	-30	-0.2
> CC1(c2cccc3ccccc23)NC(=O)N(CC(=O)NC2CCS(=O)(=O)C2)C1=O (centres undefined)
  -15	0.2	-1	-2.6
> Nc1nc(/C=C/c2ccc(O)cc2)nc(-c2ccccc2O)n1
  -2	0.6	0	-1.0
> CCn1cc(C(=O)NC2CCCCCC2)c(=O)c2ccc(C)nc21
  7	-0.5	15	-0.3
> Cc1ccc(C)c(CSc2ncnc3c2c(-c2ccccc2)cn3-c2ccc(F)cc2)c1
  13	0.3	-3	3.0
> O=C1c2ccc(Oc3ccc(Nc4ncnc5ccccc45)cc3)cc2C(=O)N1c1cccc(C(F)(F)F)c1
  -8	0.0	-5	1.2
> COc1cccc(OC)c1C(=O)n1cnc2ccccc21
  9	0.1	1	-1.9
> COC(=O)c1ccc(C(=O)Nc2sc3c(c2C(=O)OC)CC(C)(C)NC3(C)C)cc1
  -15	0.0	2	-0.8
> Cc1ccc2c(N)c(C(=O)Nc3ccc(C(C)(C)C)cc3)sc2n1
  3	0.9	10	-1.3
> Cc1ccc(S(=O)(=O)N2CCOCC2)cc1C(=O)OC(C)C(=O)NC(N)=O (centres undefined)
  5	-0.1	-1	0.1
> O=S(=O)(NCC(c1ccco1)S(=O)(=O)c1ccc(Cl)cc1)c1ccc(F)cc1 (centres undefined)
  7	-0.2	10	1.0
> COc1cccc(/C=N/NC(=O)c2cccc3ccccc23)c1
  17	0.5	7	0.8
> Cc1[nH]c2ccccc2c1SCC(=O)Nc1ccccc1F
  -2	0.0	-2	0.5
> COC(=O)C1CC(=O)N(CCC(C)C)C12CCN(Cc1cc(OC)c3c(c1)OCO3)CC2 (centres undefined)
  23	0.2	-6	-1.0
> CC#CC(=O)NCC1Cc2cc(C)cc(-c3ccccn3)c2O1 (centres undefined)
  6	0.1	1	2.3
> O=C(CSc1nnc(CNC(=O)c2ccco2)n1-c1ccc([N+](=O)[O-])cc1)Nc1cc(C(F)(F)F)ccc1Cl
  4	0.1	-7	0.2
> Cc1cccc(NC(=O)c2ccc(Cl)c([N+](=O)[O-])c2)c1
  -11	-0.1	12	-0.1
> Cc1nc2cc(NCc3ccc(C(C)C)cc3)ccc2n1C
  6	-0.3	25	0.9
> CCCCC1(O)C(C)C(c2ccccc2)N(C)C(c2ccccc2)C1C (centres undefined)
  8	0.0	22	0.9
> O=C1c2ccc([N+](=O)[O-])cc2C(=O)N1c1ccc(-c2nc3ccccc3o2)cc1
  12	0.1	-20	-0.7

# Three compounds out of the list, ordered by SMILES length, low to high.
# Values in the order – MITF primary	FBW7 act	TEAD-YAP block	GPR151 activ
> CCCCC1(O)C(C)C(c2ccccc2)N(C)C(c2ccccc2)C1C (centres undefined)
  8	0.0	22	0.9
> CC1(c2cccc3ccccc23)NC(=O)N(CC(=O)NC2CCS(=O)(=O)C2)C1=O (centres undefined)
  -15	0.2	-1	-2.6
> CC1=CC(C)(C)N2C(=O)C3(C(C#N)=C(N)OC4=C3C(=O)CC(C)(C)C4)c3cc(C)cc1c32 (centres undefined)
  -2	0.0	7	2.8

# Next section
# Values in the order – MITF primary	FBW7 act	TEAD-YAP block	GPR151 activ
> O=C1c2cccnc2C(=O)N1Cc1ccc(F)cc1S(=O)(=O)NC1CCCCCCC1
  15	0.1	6	-1.5
> CC(=O)Nc1ccc(NC2(C)C(=O)c3ccccc3C2=O)cc1
  12	0.8	-6	-1.4
> Oc1oc(-c2ccc(Br)cc2)nc1C=Nc1ccc(Br)cc1
  -9	-0.1	1	-0.2
> CC(C)CC1(C2CCN(Cc3cccnc3)CC2)NC(=O)N(CCc2cccs2)C1=O (centres undefined)
  7	0.7	-7	0.7
> Cc1c(C(=O)O)cccc1N1C(=O)c2ccc([N+](=O)[O-])cc2C1=O
  20	0.8	-2	-1.2
> Cc1[nH]n(-c2cccc(Cl)c2)c(=O)c1C=Nc1ccccc1
  1	0.6	-8	-3.6
> Cc1[nH]n(-c2ccccc2)c(=O)c1C(c1ccc(OCc2ccccc2Cl)cc1)c1c(C)[nH]n(-c2ccccc2)c1=O
  20	-1.3	-7	-0.1
> C=CCNCc1cc(Cl)ccc1OCC
  -2	-0.1	-14	0.7
> CCOC(=O)C1(Cc2ccccc2)NC(c2ccco2)C2C(=O)N(CC)C(=O)C21 (centres undefined)
  -11	-0.2	-11	-0.3
> CCOc1cc(C2C(C(=O)OCCSCC)=C(C)NC3=C2C(=O)C(C(=O)OC)C(C)C3)cc([N+](=O)[O-])c1O (centres undefined)
  7	-0.1	18	3.0
> O=C(OCCN1CCOCC1)c1cccs1
  2	0.5	5	-0.1
> COCCCNC(=O)c1c[nH]c2ccc(S(=O)(=O)N3CCC(C)CC3)cc2c1=O
  -2	0.1	14	0.5
> CCCCn1cnc2c(cnn2-c2cccc(C)c2C)c1=O
  18	0.7	-4	-2.3
> Cc1ccc(CNC(=O)c2ccc(N(C)S(=O)(=O)c3ccccc3)cc2)cc1
  6	0.1	7	1.3
> O=C(O)C1CCCN(c2ccc(C(F)(F)F)cn2)C1 (centres undefined)
  -2	0.0	-11	1.3
> Cc1ccc(N(CC(=O)Nc2ccccc2C(F)(F)F)S(C)(=O)=O)cc1Cl
  -10	-0.2	-1	2.3
> CCC(OC(C)=O)c1ccc(OC(C)=O)c(OC)c1 (centres undefined)
  -3	0.0	5	0.7
> COc1ccc(CCN(C)C2CCCN(S(=O)(=O)c3ccc(C)cc3)C2)cc1OC (centres undefined)
  7	0.0	2	-1.0
> CCCCN(C(=S)Nc1cccc(C)c1)c1c(N)n(CCC)c(=O)[nH]c1=O
  22	0.6	5	-0.6
> CCC(=S)N(CCc1ccc(OC)cc1)C1CC(=O)N(c2ccc(F)cc2)C1=O (centres undefined)
  -2	0.0	-4	0.0
> COc1ccc(Nc2nc(N3CCCCC3)nc(N3CCCCC3)n2)c(OC)c1
  11	0.0	5	2.2
> O=S(=O)(c1ccccc1)N(CC(F)(F)F)c1ccc(C(O)(C(F)(F)F)C(F)(F)F)cc1
  4&15	0.2	1	1.2&0.3
> CN1C(=O)N(c2ccc(Cl)cc2)S(=O)(=O)c2ccccc21
  4	0.1	8	0.9
> O=C1/C(=C/c2cccnc2)CC/C1=C\c1cccnc1
  1	0.1	16	6.5*
> COc1cc2nc(-c3ccc(C(C)(C)C)cc3)oc(=O)c2cc1OC
  -1	0.0	3	-1.2
> Cc1cc(=O)oc2cc(OCc3ccc(C(=O)O)o3)ccc12
  5	-0.1	-32	-4.3
> O=C(/C=C/c1ccc(Br)cc1)Nn1c(-c2cccc(Cl)c2)nc2ccccc2c1=O
  17	0.1	10	0.4
> Cc1ccc2nc(CN3C(=O)NC(Cc4c[nH]c5ccccc45)C3=O)cc(=O)n2c1 (centres undefined)
  2	0.5	8	-0.3
> CC(=O)c1cccc(NC(=O)c2ccccc2SCc2ccc(F)cc2)c1
  -9	-0.1	-2	-0.2
> COc1ccc(CN2CCc3nc(N4CCC(C)CC4)[nH]c(=O)c3C2)cc1OC
  5	0.3	1	0.1

# Copied from the list.
# MITF primary, CCn1cc(C(=O)NC2CCCCCC2)c(=O)c2ccc(C)nc21 stands at 7
# GPR151 activ, COc1cccc(OC)c1C(=O)n1cnc2ccccc21 stands at -1.9

# (continued)
# Values in the order – MITF primary	FBW7 act	TEAD-YAP block	GPR151 activ
> CCOc1ccc(C(=O)Nc2nc3c(ccc4ccccc43)s2)cc1
  5	0.3	0	5.5*
> COC(=O)c1ccc(NC(=O)CN(Cc2ccccc2)S(=O)(=O)c2ccc(C)cc2)cc1
  2	0.3	-41	-1.2
> O=C(Nc1cccc(NC(=O)c2ccc(Cl)cc2Cl)c1)c1cc2ccccc2o1
  1	0.1	-2	-0.4
> OC(COc1ccc(I)cc1)Cn1nnc2ccccc21 (centres undefined)
  -11	0.0	-49	0.4
> CCCCOc1ccc(C(=O)Nc2c3c(nn2C(C)(C)C)CS(=O)(=O)C3)cc1
  -4	0.0	15	-0.4
> CCOc1ccc(S(=O)(=O)NCCCN2CCN(c3ccccc3)CC2)cc1F
  2	0.0	-4	0.9
> CC(C)C(C(=O)O)N1C(=O)CSC1=S (centres undefined)
  7	0.4	-7	0.9
> NNc1ncc(-c2nc3ccccc3o2)cn1
  17	0.1	-13	0.2
> COc1ccc(CCN(Cc2nc3ccccc3c(=O)[nH]2)C(=O)C(C)C)cc1
  -5	-0.1	-3	0.4
> O=C(Nc1cc2c3c(c1)C1CCCC1CN3CC1CCCC21)c1ccc(Br)cc1 (centres undefined)
  4	0.7	-2	1.4
> CCOc1ccc(-c2cn3c(n2)sc2cc(C(=O)O)ccc23)cc1
  17	-0.1	-44	-0.4
> CC(=O)Nc1ccc2sc(/C=C/C=C/C=C/N(C)c3ccccc3)[n+](CCO)c2c1
  22	0.1	-14	-1.5
> Cc1cc(NC(=O)CSC2=NCCS2)no1
  -2	-0.1	1	0.7
> COC(=O)C1C(=O)NC(SCC(=O)Nc2cccc(Cl)c2)=C(C#N)C1c1ccccc1Cl (centres undefined)
  0	-0.1	20	0.1
> Cc1ccc(C)c(-n2c(SCC(N)=O)nc3ccccc3c2=O)c1
  7	0.3	-10	0.4
> COCCCNc1nc2nonc2nc1N(C)Cc1ccc(F)cc1
  8	0.1	-2	5.8*
> O=C(c1ccc(-c2cnc3[nH]c(=O)n(CC4CC4)c3n2)cc1)N1CCOCC1
  -4	-0.4	-4	0.1
> COCCCNC(=O)c1ccc(NC(C)=O)cc1
  4	0.0	3	0.9
> Cc1cc(=O)oc2c1ccc1oc(O)c(N=O)c12
  14	0.2	7	-1.5
> O=C(c1ccccc1)N(CCN(C(=O)c1ccccc1)c1ccccc1)c1ccccc1
  5	0.1	-1	1.5
> FC(F)(F)c1ccc(Cn2cnc3c(Nc4ccc5c(c4)OCO5)nc(Nc4cnccn4)nc32)cc1
  16	0.0	-3	1.0
> NC(=O)c1ccc(-c2nc(NC3CC3)c3ncn(C4CCCCC4)c3n2)cc1
  2	-0.2	18	-0.3
> O=C(Nc1cccnc1)c1scc2c1OCCO2
  8	0.0	10	-1.8
> CCOCCCNC(=O)c1ccc2c(=O)n(CCCOCC)c(=S)[nH]c2c1
  -6	0.1	-3	1.9
> C=C1CC2CC(=O)CC(C1)C2
  -5	0.0	-1	-1.9
> O=C(COc1ccc(Br)cc1)Nc1nccs1
  -7	-0.1	35*	-1.8
> CCCCN(CC)S(=O)(=O)c1cc(C(=O)Nc2cccc(Cl)c2)ccc1F
  3	0.5	7	-0.5
> C=CCN(CC=C)CCC(=O)c1ccco1
  -10	0.0	6	1.4
> CC(C(=O)N1CCC(n2nc(C3CC3)ccc2=O)CC1)c1ccccc1 (centres undefined)
  3	0.0	-11	0.2
> Oc1oc(-c2ccc(Br)cc2)nc1/C=C1\C=Nc2ccccc21
  5	0.0	-9	-0.7
> CCCOc1ccc(OC(=O)c2sc3ncn(CC)c(=O)c3c2C)cc1
  6	0.1	3	-0.6
> O=C(Cn1nnc2c(cnn2-c2ccc(F)cc2)c1=O)NC1CCCCC1
  -5	-0.1	-7	2.0

# Whole records from above.
# Shown for O=C(Nc1cccc(NC(=O)c2ccc(Cl)cc2Cl)c1)c1cc2ccccc2o1 → MITF primary = 1; FBW7 act = 0.1; TEAD-YAP block = -2; GPR151 activ = -0.4
# Shown for CCCOc1ccc(OC(=O)c2sc3ncn(CC)c(=O)c3c2C)cc1 → MITF primary = 6; FBW7 act = 0.1; TEAD-YAP block = 3; GPR151 activ = -0.6
# Shown for CC(=O)Nc1ccc2sc(/C=C/C=C/C=C/N(C)c3ccccc3)[n+](CCO)c2c1 → MITF primary = 22; FBW7 act = 0.1; TEAD-YAP block = -14; GPR151 activ = -1.5

# High-throughput results: PubChem, The Scripps Research Institute Molecular Screening Center
